# TWEAK-Fn14 inh = blocks TWEAK-Fn14 interaction in a reporter cell assay; TWEAK-stimulated Fn14 reporter cells, luciferase luminescence, 8 h; AID 1159606; inhibition, % at 10 µM; actives 2% (n = 360,000); in the data active = inhibition above about 50%
# NCOA1 inh = inhibits human SRC1 coactivator; Q15788; HEK293 GAL4-SRC1 luciferase reporter, luminescence; inhibition, % at 3.6 µM; actives 0.12% (n = 360,000); AID 588354;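 active = inhibition above the campaign mean plus 3 SD, with each screening campaign given its own cutoff, cut at about 60% in these data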;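 note: 0% = DMSO treated cells and 100% = gossypol at 36 µM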
# SRC3 inh = human NCOA3 inhibition; HEK293 GAL4-SRC3 luciferase reporter, luminescence; Q9Y6Q9; actives 0.17% (n = 360,000); AID 588352; inhibition, % at 3.6 µM;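 active = inhibition above a per-campaign cutoff, the mean of all compounds plus 3 SD, cut at about 60% in these data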;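 note: 0% = DMSO-treated cells and 100% = gossypol-treated cells at 36 µM; higher means less SRC3-driven luciferase light from the GAL4 reporter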
# NCOA2 inhibitor = human SRC2 (NCOA2) inhibition; actives 0.17% (n = 370,000); inhibition, % at 9 µM; HEK293 GAL4-SRC2 luciferase reporter, luminescence; AID 651957;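 active = inhibition above the mean inhibition of all tested compounds plus 3 SD, set per campaign, cut at about 52% in these data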;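 note: 0% = DMSO treated cells and 100% = cells given Gossypol at 36 µM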
# TLR9-MyD88 inh = inhibitors of human TLR9-MyD88 binding. Q9NR96+Q99836. CHO BLA complementation TLR9-MyD88, CCF4 FRET ratio. inhibition, % at 4.98 µM. actives 0.21% (n = 340,000). AID 504734;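 active = inhibition above the mean over all tested compounds plus 3 SD, cut at about 21% in these data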;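 note: 0% = DMSO only wells and 100% = clavulanate BLA inhibitor control wells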
# ABHD5-PLIN5 inh = ABHD5-PLIN5 protein interaction inhibition; Q00G26+Q8WTS1; Split G. princeps luciferase complementation, luminescence, 4 h; inhibition, % at 4 µM; actives 0.78% (n = 360,000); AID 602281;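 active = inhibition above the mean inhibition across every tested compound plus 3 SD, cut at about 22% in these data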;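 note: 0% = DMSO only wells and the 100% control is not disclosed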
# Target sequence (Q00G26 whole entry, looked up): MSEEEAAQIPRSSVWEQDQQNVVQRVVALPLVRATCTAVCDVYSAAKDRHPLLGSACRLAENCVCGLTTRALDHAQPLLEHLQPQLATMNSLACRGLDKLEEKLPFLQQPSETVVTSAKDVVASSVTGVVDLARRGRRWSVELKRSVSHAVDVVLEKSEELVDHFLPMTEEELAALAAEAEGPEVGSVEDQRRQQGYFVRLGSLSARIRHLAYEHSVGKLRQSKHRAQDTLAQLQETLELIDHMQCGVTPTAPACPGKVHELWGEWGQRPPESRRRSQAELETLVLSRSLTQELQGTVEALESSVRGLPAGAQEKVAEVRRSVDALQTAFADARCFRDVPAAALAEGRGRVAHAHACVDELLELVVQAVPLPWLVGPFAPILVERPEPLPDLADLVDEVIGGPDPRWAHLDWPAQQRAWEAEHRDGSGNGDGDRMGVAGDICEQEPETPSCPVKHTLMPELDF
# Target sequence (Q8WTS1 whole entry, looked up): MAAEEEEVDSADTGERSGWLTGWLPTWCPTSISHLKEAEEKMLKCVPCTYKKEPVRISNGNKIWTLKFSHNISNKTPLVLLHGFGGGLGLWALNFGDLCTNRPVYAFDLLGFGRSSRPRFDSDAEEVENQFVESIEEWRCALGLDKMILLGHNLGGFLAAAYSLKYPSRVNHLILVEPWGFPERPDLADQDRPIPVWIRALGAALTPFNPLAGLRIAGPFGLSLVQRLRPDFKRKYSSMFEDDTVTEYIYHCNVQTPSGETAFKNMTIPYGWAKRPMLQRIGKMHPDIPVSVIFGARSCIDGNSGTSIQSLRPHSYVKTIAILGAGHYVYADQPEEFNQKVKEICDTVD
# TROY signal inh = inhibitors of TROY-dependent NF-kB signaling; Q293 LMP1-TROYcd NF-kB luciferase reporter, 4 h; inhibition, % at 10 µM; actives 0.98% (n = 360,000);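 active = compounds whose plate-normalised and pattern-corrected inhibition of the luciferase reporter signal at the single screening dose is 50% or more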
# NR5A2 inv ag = NR5A2 inverse agonism in reporter assay | O00482 | HEK293T StAR-luciferase reporter, LRH-1 transfected, 24 h | inhibition, % at 3.6 µM | actives 0.13% (n = 360,000);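 active = inhibition above the mean inhibition of all tested compounds plus 3 SD, cut at about 73% in these data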;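 note: 0% = DMSO wells and 100% = reporter-only cells lacking LRH-1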
# NOD2-RIPK2 inh = blocks binding of human NOD2 to RIPK2; CHO BLA complementation NOD2-RIPK2, CCF4 ratio; inhibition, % at 4.98 µM; actives 0.38% (n = 360,000); AID 624267; in the data active = inhibition above about 21%;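 note: 0% = vehicle only and 100% = reference blocker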
# Granule exo inh = blocks lytic granule exocytosis. inhibition, % at 10 µM. actives 0.66% (n = 360,000). TALL-104 LAMP-1 surface exposure, flow cytometry; cells stimulated with thapsigargin and PMA;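 active = inhibition above about 55%, limit read from the data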
# NR2F2 inh = NR2F2 (human) inhibition, primary screen | actives 0.7% (n = 370,000) | inhibition, % at 8.6 µM | HEK293T NGFI-A luciferase reporter, luminescence;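 active = inhibition above a per-plate cutoff, mean inhibition of test wells between control levels plus 3 SD, cut at about 38% in these data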;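 note: cells cotransfected with COUP-TFII expression vector driving the NGFI-A reporter; 0% = median of COUP-TF2 test wells and 100% = reporter-only cells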
# The depositor's hits bear a star; . = no result given. This is a subset; rates above refer to the full screens.
# Values run as follows: TWEAK-Fn14 inh, NCOA1 inh, SRC3 inh, NCOA2 inhibitor, TLR9-MyD88 inh, ABHD5-PLIN5 inh, TROY signal inh, NR5A2 inv ag, NOD2-RIPK2 inh, Granule exo inh, NR2F2 inh
> CC(c1cccs1)N(Cc1ccco1)C(=S)Nc1ccccc1Cl (stereo not given)
→ 2.3, -15.9, 1.1, 5.7, -2.4, -9.5, 11.1, -3.1, -6.1, -0.5, 3.4
> CCOC(=O)c1ccc(NS(=O)C23CC4CC(CC(C4)C2)C3)cc1 (stereo not given)
→ -0.3, -35.9, -0.1, -26.1, -5.4, -4.3, -11.1, -43.8, -9.1, -0.8, 8.9
> COc1ccc([C@H]2C[C@H](n3cc(C4CC4)nn3)[C@@H](O)CN2C(=O)C2CCCCC2)cc1
→ 1.5, -54.4, -1.0, -0.8, -3.1, -9.1, 1.6, -27.3, -2.5, -1.0, -2.6
> Cc1ccc(C)c(S(=O)(=O)N2CCCC2CNC(=O)C(=O)Nc2ccccc2)c1 (stereo not given)
→ -21.2, 2.6, 1.7, -4.1, -1.8, -2.0, -12.7, 2.2, -11.3, -1.7, 1.6
> O=[N+]([O-])c1cccc(/C=N/Nc2nc(C(Cl)(Cl)Cl)nc3ccccc23)c1
→ -2.4, 1.2, 9.9, -27.9, -2.9, 1.4, -30.2, -1.9, 0.7, 0.2, -9.7
> O=c1c2ccccc2cnn1Cc1ccc(Cl)c(Cl)c1
→ -11.5, -5.6, -8.8, -10.8, 3.1, -3.4, -28.3, 23.4, 0.6, 15.6, 1.5
> C=CC[C@@H](CC(=O)N[C@@H](CO)Cc1ccccc1)C(=O)N[C@H](COC(=O)[C@@H](CC=C)Cc1ccc(F)cc1)Cc1ccccc1
→ -0.1, -2.4, 4.3, -18.4, 2.6, -10.9, 2.8, 9.0, -8.6, 6.4, 5.6
> COc1ccc(/C=C/c2nnc(NC(=O)c3ccco3)s2)cc1
→ -13.8, -116.6, -16.7, 2.5, ., 6.9, -56.7, -10.0, -13.6, 6.1, -2.5
> N#CC(=Cc1ccccn1)c1nc(-c2ccc(Cl)cc2)cs1
→ 29.0, -20.1, -61.1, 8.8, 11.5, 13.2, -29.6, 3.9, 3.6, -0.8, -24.7
> COc1ccc(CCNc2nc(=S)[nH]c3cc(OC)c(OC)cc23)cc1OC
→ -12.2, -18.0, 10.6, -6.2, 9.6, -1.1, 1.4, 5.8, -7.0, 13.1, -3.5
> O=C(N/N=C\c1ccc(-c2ccc([N+](=O)[O-])cc2)o1)c1ccc2c(c1)OCO2
→ -26.8, -25.4, -5.1, 0.9, 0.4, 2.6, -72.8, 10.3, 0.7, -4.0, 1.3
> COc1ccc(F)cc1C(=O)C1CCCN(C(=O)c2ccccc2N(C)C)C1 (stereo not given)
→ 6.9, 4.4, -4.7, 13.8, -4.7, -2.0, -9.7, -16.2, -7.4, 1.0, 0.1
> O=C(Oc1ccc(C(=S)N2CCOCC2)cc1)c1ccc(F)cc1
→ -5.0, -14.6, -3.1, -24.2, -4.0, 3.5, 3.9, 13.3, -5.0, 26.9, 5.0

# Already shown: 9 of the compounds above.
# Values run as follows: TWEAK-Fn14 inh, NCOA1 inh, SRC3 inh, NCOA2 inhibitor, TLR9-MyD88 inh, ABHD5-PLIN5 inh, TROY signal inh, NR5A2 inv ag, NOD2-RIPK2 inh, Granule exo inh, NR2F2 inh
> Cc1ccc(C)c(S(=O)(=O)N2CCCC2CNC(=O)C(=O)Nc2ccccc2)c1 (stereo not given)
→ -21.2, 2.6, 1.7, -4.1, -1.8, -2.0, -12.7, 2.2, -11.3, -1.7, 1.6
> O=[N+]([O-])c1cccc(/C=N/Nc2nc(C(Cl)(Cl)Cl)nc3ccccc23)c1
→ -2.4, 1.2, 9.9, -27.9, -2.9, 1.4, -30.2, -1.9, 0.7, 0.2, -9.7
> O=c1c2ccccc2cnn1Cc1ccc(Cl)c(Cl)c1
→ -11.5, -5.6, -8.8, -10.8, 3.1, -3.4, -28.3, 23.4, 0.6, 15.6, 1.5
> C=CC[C@@H](CC(=O)N[C@@H](CO)Cc1ccccc1)C(=O)N[C@H](COC(=O)[C@@H](CC=C)Cc1ccc(F)cc1)Cc1ccccc1
→ -0.1, -2.4, 4.3, -18.4, 2.6, -10.9, 2.8, 9.0, -8.6, 6.4, 5.6
> COc1ccc(/C=C/c2nnc(NC(=O)c3ccco3)s2)cc1
→ -13.8, -116.6, -16.7, 2.5, ., 6.9, -56.7, -10.0, -13.6, 6.1, -2.5
> N#CC(=Cc1ccccn1)c1nc(-c2ccc(Cl)cc2)cs1
→ 29.0, -20.1, -61.1, 8.8, 11.5, 13.2, -29.6, 3.9, 3.6, -0.8, -24.7
> COc1ccc(CCNc2nc(=S)[nH]c3cc(OC)c(OC)cc23)cc1OC
→ -12.2, -18.0, 10.6, -6.2, 9.6, -1.1, 1.4, 5.8, -7.0, 13.1, -3.5
> O=C(N/N=C\c1ccc(-c2ccc([N+](=O)[O-])cc2)o1)c1ccc2c(c1)OCO2
→ -26.8, -25.4, -5.1, 0.9, 0.4, 2.6, -72.8, 10.3, 0.7, -4.0, 1.3
> COc1ccc(F)cc1C(=O)C1CCCN(C(=O)c2ccccc2N(C)C)C1 (stereo not given)
→ 6.9, 4.4, -4.7, 13.8, -4.7, -2.0, -9.7, -16.2, -7.4, 1.0, 0.1

# Screening results from PubChem BioAssay.
